Screens from PubChem.
Pf apPOL inh: Pf-apPOL inhibitors, biochemical, fluorescence; 210,000 compounds, 0.25% hits; inhibition, % at 10 µM; Recombinant Pf-apPOL, molecular beacon fluorescence, 1.5 h
mHTT CaM bind: mutant huntingtin-calmodulin interaction inhibitors – biochemical, AlphaScreen, primary screen; AlphaScreen His-mHTT/GST-CaM binding, luminescence; inhibition, % at 15 µM; 190,000 compounds, 3.6% hits; AID 1671202, 2021;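 also: 0% = both proteins with DMSO and 100% = one protein alone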
Target sequence (P42858 whole entry, looked up, stated change not applied): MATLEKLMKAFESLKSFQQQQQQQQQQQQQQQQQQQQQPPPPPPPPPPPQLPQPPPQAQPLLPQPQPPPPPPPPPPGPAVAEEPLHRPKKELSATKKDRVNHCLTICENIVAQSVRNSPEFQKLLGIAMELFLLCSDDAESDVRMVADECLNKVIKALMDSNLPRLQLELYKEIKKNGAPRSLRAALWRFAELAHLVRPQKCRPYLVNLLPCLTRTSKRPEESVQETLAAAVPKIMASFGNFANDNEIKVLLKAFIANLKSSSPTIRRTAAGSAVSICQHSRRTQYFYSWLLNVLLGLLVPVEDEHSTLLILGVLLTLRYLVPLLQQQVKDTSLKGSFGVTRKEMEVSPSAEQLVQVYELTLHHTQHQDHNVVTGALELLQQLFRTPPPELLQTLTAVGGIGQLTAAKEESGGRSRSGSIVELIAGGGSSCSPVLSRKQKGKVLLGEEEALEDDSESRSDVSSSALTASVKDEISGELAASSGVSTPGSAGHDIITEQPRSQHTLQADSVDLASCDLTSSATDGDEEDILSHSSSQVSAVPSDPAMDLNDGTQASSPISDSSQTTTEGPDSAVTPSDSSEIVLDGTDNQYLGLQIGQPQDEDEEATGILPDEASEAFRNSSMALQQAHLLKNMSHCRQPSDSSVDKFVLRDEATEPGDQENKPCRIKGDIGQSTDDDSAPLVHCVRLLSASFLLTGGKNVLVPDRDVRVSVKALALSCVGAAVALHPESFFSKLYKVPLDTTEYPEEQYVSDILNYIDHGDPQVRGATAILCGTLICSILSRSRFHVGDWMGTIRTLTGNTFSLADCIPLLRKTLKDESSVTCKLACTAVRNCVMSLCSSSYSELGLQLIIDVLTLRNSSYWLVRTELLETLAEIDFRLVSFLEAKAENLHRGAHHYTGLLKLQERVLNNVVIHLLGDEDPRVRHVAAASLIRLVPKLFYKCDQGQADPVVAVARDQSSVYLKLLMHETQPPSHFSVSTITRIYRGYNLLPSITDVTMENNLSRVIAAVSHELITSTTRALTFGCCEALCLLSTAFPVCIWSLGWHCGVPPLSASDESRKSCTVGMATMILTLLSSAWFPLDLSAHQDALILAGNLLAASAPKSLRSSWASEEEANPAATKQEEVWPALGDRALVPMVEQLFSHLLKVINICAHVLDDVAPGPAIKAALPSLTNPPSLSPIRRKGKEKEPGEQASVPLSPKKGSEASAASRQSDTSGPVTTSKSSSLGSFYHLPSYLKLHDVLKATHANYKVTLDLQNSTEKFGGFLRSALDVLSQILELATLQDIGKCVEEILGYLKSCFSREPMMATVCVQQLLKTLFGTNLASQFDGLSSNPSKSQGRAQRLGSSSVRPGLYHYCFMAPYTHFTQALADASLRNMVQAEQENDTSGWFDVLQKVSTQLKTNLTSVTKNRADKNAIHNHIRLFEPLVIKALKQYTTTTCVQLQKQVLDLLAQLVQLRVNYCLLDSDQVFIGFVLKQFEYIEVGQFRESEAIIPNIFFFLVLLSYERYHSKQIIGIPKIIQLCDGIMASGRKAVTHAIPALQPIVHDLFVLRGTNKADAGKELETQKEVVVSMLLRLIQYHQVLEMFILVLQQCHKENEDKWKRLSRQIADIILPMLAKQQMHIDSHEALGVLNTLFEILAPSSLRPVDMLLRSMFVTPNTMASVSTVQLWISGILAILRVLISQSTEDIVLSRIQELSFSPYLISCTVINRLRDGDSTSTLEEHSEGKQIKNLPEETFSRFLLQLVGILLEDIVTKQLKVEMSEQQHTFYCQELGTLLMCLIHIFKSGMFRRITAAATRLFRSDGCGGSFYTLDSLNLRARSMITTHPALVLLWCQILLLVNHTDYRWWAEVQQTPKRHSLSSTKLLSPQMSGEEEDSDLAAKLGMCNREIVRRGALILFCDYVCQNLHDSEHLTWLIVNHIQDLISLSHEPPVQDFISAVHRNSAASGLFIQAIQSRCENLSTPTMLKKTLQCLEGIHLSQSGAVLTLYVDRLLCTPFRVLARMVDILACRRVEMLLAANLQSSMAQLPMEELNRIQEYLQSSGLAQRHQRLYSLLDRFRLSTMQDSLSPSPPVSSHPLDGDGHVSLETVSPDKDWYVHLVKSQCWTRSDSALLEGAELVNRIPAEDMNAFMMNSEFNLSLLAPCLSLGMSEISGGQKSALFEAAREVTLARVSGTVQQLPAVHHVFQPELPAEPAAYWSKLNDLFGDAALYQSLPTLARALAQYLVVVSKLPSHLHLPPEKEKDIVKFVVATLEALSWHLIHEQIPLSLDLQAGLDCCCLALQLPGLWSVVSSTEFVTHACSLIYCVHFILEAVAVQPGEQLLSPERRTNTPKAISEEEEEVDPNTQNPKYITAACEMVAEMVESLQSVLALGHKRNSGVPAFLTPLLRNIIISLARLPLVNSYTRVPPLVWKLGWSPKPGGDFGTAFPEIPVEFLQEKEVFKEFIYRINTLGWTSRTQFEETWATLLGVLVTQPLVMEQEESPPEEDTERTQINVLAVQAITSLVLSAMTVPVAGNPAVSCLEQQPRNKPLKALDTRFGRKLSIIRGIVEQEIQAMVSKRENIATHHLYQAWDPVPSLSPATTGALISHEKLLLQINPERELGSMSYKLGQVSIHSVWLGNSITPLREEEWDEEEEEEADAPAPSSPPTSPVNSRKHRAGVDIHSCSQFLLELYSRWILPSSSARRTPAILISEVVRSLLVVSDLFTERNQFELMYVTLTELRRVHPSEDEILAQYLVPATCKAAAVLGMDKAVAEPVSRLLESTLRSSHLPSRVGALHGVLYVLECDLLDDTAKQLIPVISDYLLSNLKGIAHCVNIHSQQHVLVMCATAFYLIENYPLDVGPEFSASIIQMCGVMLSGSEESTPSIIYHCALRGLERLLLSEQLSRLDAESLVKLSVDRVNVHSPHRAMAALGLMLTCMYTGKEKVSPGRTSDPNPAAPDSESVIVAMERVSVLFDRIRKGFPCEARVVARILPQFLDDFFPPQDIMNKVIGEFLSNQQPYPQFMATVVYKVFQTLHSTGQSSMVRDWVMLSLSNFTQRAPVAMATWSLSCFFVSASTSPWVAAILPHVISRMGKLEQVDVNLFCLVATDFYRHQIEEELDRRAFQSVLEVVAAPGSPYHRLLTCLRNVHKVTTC
* hit, by the source's call; & = joins results of further samples. Rule as the data show it: active = inhibition above about 50%; inactive = the rest.

What do the screens show for `O=C(O)C1CC(=O)N(c2ccc(OCc3c(F)cccc3Cl)cc2)C1` (stereo unspecified)?
Pf apPOL inh: -4&-5; mHTT CaM bind: 3&2

Results for COc1cc(N(C)C)c([N+](=O)[O-])cc1C(=O)N1CCN(Cc2ccccc2)CC1 ?
Pf apPOL inh: -4; mHTT CaM bind: 15

What do the screens show for `CC(=O)N(CN1C(=O)c2ccc(Br)cc2C1=O)c1ccccc1`?
Pf apPOL inh: -2; mHTT CaM bind: -4

How did CC(O)(CNC(=O)C1CCN(S(C)(=O)=O)CC1)c1cccs1 (stereo unspecified) do in these assays?
Pf apPOL inh: -6; mHTT CaM bind: -17

What do the screens show for `COc1ccccc1/C=C1\C(=O)Nc2ccccc21`?
Pf apPOL inh: 2; mHTT CaM bind: 46

What do the screens show for `COc1ccc(-c2cc3ccccc3oc2=O)cc1OC`?
Pf apPOL inh: -39; mHTT CaM bind: -2

What do the screens show for `CCOc1ccc(Cl)cc1S(=O)(=O)N1CCCCC1`?
Pf apPOL inh: 44; mHTT CaM bind: -21

What do the screens show for `COc1cccc(CNC(=O)C(=O)Nc2cccc(Cl)c2C)c1`?
Pf apPOL inh: -10; mHTT CaM bind: -2

What do the screens show for `COc1ccc(OC(=O)Nc2csc(Cc3ccsc3)n2)cc1`?
Pf apPOL inh: 0

How did O=C1C(=Cc2c(F)c(F)c(F)c(F)c2F)SC(=S)N1N=Cc1ccc(Cl)cc1Cl do in these assays?
Pf apPOL inh: -6

How did C=CCc1cc(OC)ccc1OCC(O)CN1CC(C)CC(C)C1 (stereo unspecified) do in these assays?
Pf apPOL inh: 2; mHTT CaM bind: 1

How did N#CC(NCc1ccccc1Cl)=C(C#N)NCc1c(F)cccc1Cl do in these assays?
Pf apPOL inh: -3

How did OCC(O)Cn1c2ccccc2c2ccccc21 (stereo unspecified) do in these assays?
Pf apPOL inh: -3; mHTT CaM bind: -3

How did CCc1nc(SCC(=O)c2ccc(O)cc2O)n[nH]1 do in these assays?
Pf apPOL inh: -4; mHTT CaM bind: 71*

Results for COC(=O)c1cc(NC(=O)c2cc(-c3ccc(OC)cc3)oc2C(F)(F)F)ccc1N1CCOCC1 ?
Pf apPOL inh: 0

What do the screens show for `O=C(COc1ccc(F)cc1)Nc1cnc(-c2cccnc2)nc1`?
Pf apPOL inh: -4; mHTT CaM bind: 5

Results for COc1c(Cl)ccc(Cl)c1C(=O)Nc1ccc(C)cc1C ?
Pf apPOL inh: -1; mHTT CaM bind: -8

How did COc1ccc(Oc2coc3c4c(ccc3c2=O)OCN(C(C)C)C4)cc1 do in these assays?
Pf apPOL inh: -6; mHTT CaM bind: -1

How did CC(C)C(N)C(=O)N1CCN(C(=O)c2ccccc2)C(C)C1 (stereo unspecified) do in these assays?
Pf apPOL inh: -4; mHTT CaM bind: -4

How did O=[N+]([O-])c1cccc(NCc2c(O)ccc3oc4c(c23)CCCC4)c1 do in these assays?
Pf apPOL inh: 9; mHTT CaM bind: 97*

How did CC1=CC(=O)C(C(C)C)=C/C1=N\OC(=O)c1ccccc1C do in these assays?
Pf apPOL inh: 2; mHTT CaM bind: inactive

How did Cc1nn(-c2cccc(Cl)c2)c(C)c1C(=O)NCC(C)C do in these assays?
Pf apPOL inh: -4; mHTT CaM bind: 10

Results for O=C(O)CCNC(=O)c1cc(=O)[nH]c(=O)[nH]1 ?
mHTT CaM bind: -5

Results for O=C(C1CC1)N1CCCCC1c1nc(-c2cnccn2)no1 (stereo unspecified) ?
Pf apPOL inh: 2; mHTT CaM bind: 4

Results for Fc1ccccc1Nc1nc2nonc2n2nnnc12 ?
Pf apPOL inh: -6; mHTT CaM bind: 1

How did O=C(NC1CC(=O)N(Cc2ccccc2)C1)C1CCCC1 (stereo unspecified) do in these assays?
Pf apPOL inh: -10; mHTT CaM bind: -8

Results for Cc1ccc(C2=N/C(=C\c3ccc(C(C)C)cc3)C(=O)O2)cc1[N+](=O)[O-] ?
Pf apPOL inh: -4; mHTT CaM bind: -1

Results for COc1ccccc1OCCCCN1CCCCC1 ?
Pf apPOL inh: -8; mHTT CaM bind: -7

What do the screens show for `CCCOc1cc(N2CCN(C(=O)c3ccc4c(c3)OCO4)CC2)nc(C)n1`?
Pf apPOL inh: -3; mHTT CaM bind: -15

What do the screens show for `O=C(O)C1C2C=CC(C2=C(c2ccccc2)c2ccccc2)C1C(=O)Nc1ccccn1` (stereo unspecified)?
Pf apPOL inh: -6; mHTT CaM bind: 31

Results for CCN(CC)S(=O)(=O)c1ccc2oc(C(=O)Nc3ccc(OC)c(Cl)c3)c(C)c2c1 ?
Pf apPOL inh: -9; mHTT CaM bind: -6

What do the screens show for `Cc1cccc(NC(=O)N2CCc3c(c(-c4nc(C5CC5)no4)nn3C)C2)c1`?
Pf apPOL inh: -7; mHTT CaM bind: 35

What do the screens show for `COC(=O)c1ccc(C=C2Oc3cc(OCC#N)ccc3C2=O)cc1`?
Pf apPOL inh: -7; mHTT CaM bind: 6

Results for COc1ccc(C(=O)N2CCC(c3noc(N)c3C(C)C)CC2)cn1 ?
Pf apPOL inh: -2; mHTT CaM bind: 3

How did O=C(CC1Nc2ccccc2NC1=O)Nc1ccc(OC(F)F)cc1 (stereo unspecified) do in these assays?
Pf apPOL inh: -1&-2; mHTT CaM bind: -9&-18

Results for O=[N+]([O-])c1ccccc1S(=O)(=O)Nc1ccc(S(=O)(=O)Nc2nccs2)cc1 ?
Pf apPOL inh: 2; mHTT CaM bind: 15

Results for COc1ccccc1NC(=O)c1cc(S(=O)(=O)NC2CCCCC2)ccc1F ?
Pf apPOL inh: -7; mHTT CaM bind: -2

What do the screens show for `Cc1c(C(=O)NCCC2=CCCCC2)cccc1[N+](=O)[O-]`?
Pf apPOL inh: 0; mHTT CaM bind: -7

How did CCN1C(=O)CCC2(CNC(=O)CCc3ccccc3OC)CCCC12 (stereo unspecified) do in these assays?
Pf apPOL inh: -4; mHTT CaM bind: -16

What do the screens show for `C=CCNc1nc(-c2ccccc2)nc(-n2ccnc2)n1`?
mHTT CaM bind: -6

Results for COc1ccccc1NC(=O)COc1ccccc1 ?
Pf apPOL inh: 14; mHTT CaM bind: -12

Results for CCOc1cc(C(=O)Nc2c3c(nn2-c2ccccc2)CSC3)cc(OCC)c1OCC ?
Pf apPOL inh: -6; mHTT CaM bind: -3

What do the screens show for `Cn1ncc(N2CCCC(C(=O)N3CCN(c4ccccc4Cl)CC3)C2)cc1=O` (stereo unspecified)?
Pf apPOL inh: -2; mHTT CaM bind: 7

How did COc1cc(/C=C2/C(=N)N3N=C(COc4ccccc4)SC3=NC2=O)cc(OC)c1OC do in these assays?
Pf apPOL inh: 5; mHTT CaM bind: 38

What do the screens show for `COCCn1c(CC2CCN(S(=O)(=O)c3ccc(OC)cc3)C2)nc2cccnc21` (stereo unspecified)?
Pf apPOL inh: -1; mHTT CaM bind: 8

What do the screens show for `COc1ccc2nc(C(=O)NCc3cccc(F)c3)cn2n1`?
Pf apPOL inh: 1; mHTT CaM bind: -3

What do the screens show for `CCC1(C)CC(CCN)(c2ccc(OC)cc2)CCO1` (stereo unspecified)?
Pf apPOL inh: -6; mHTT CaM bind: 8

Results for CCOc1ccc(N(C)S(=O)(=O)c2ccsc2C(=O)NCc2ccccc2F)cc1 ?
Pf apPOL inh: -11; mHTT CaM bind: -38

Ordered by formula weight (descending): seven of the compounds above
Results for CCOc1cc(C(=O)Nc2c3c(nn2-c2ccccc2)CSC3)cc(OCC)c1OCC ?
Pf apPOL inh: -6; mHTT CaM bind: -3

Results for CCOc1ccc(N(C)S(=O)(=O)c2ccsc2C(=O)NCc2ccccc2F)cc1 ?
Pf apPOL inh: -11; mHTT CaM bind: -38

What do the screens show for `Cn1ncc(N2CCCC(C(=O)N3CCN(c4ccccc4Cl)CC3)C2)cc1=O` (stereo unspecified)?
Pf apPOL inh: -2; mHTT CaM bind: 7

Results for COc1ccccc1NC(=O)c1cc(S(=O)(=O)NC2CCCCC2)ccc1F ?
Pf apPOL inh: -7; mHTT CaM bind: -2

How did CCN1C(=O)CCC2(CNC(=O)CCc3ccccc3OC)CCCC12 (stereo unspecified) do in these assays?
Pf apPOL inh: -4; mHTT CaM bind: -16

What do the screens show for `CCC1(C)CC(CCN)(c2ccc(OC)cc2)CCO1` (stereo unspecified)?
Pf apPOL inh: -6; mHTT CaM bind: 8

Results for COc1ccccc1NC(=O)COc1ccccc1 ?
Pf apPOL inh: 14; mHTT CaM bind: -12

Continued.
How did Cc1ccc(C)c(S(=O)(=O)N2CCC(c3noc(-c4ccccc4C)n3)CC2)c1 do in these assays?
Pf apPOL inh: -4; mHTT CaM bind: -12

How did Cc1nc2c(c(Nc3cccc(C(F)(F)F)c3)n1)CCC2 do in these assays?
Pf apPOL inh: -3; mHTT CaM bind: -2

What do the screens show for `CS(=O)(=O)c1cccc(C(=O)Nc2nnc(-c3ccno3)o2)c1`?
Pf apPOL inh: 45; mHTT CaM bind: 95*

What do the screens show for `CC(CC#CCN1CCCC1)OCCC#N` (stereo unspecified)?
Pf apPOL inh: -2; mHTT CaM bind: -1

What do the screens show for `CCc1noc(C2(NC(=O)COc3ccc(Cl)cc3)CCCCC2)n1`?
Pf apPOL inh: 1; mHTT CaM bind: -13

What do the screens show for `CC(NC(=O)/C=C/c1ccc2c(c1)OCO2)c1ccccc1` (stereo unspecified)?
Pf apPOL inh: 0; mHTT CaM bind: 4

How did CC1(C)CC(=O)c2cnn(-c3nc4ccccc4s3)c2C1 do in these assays?
Pf apPOL inh: -3; mHTT CaM bind: -12

What do the screens show for `CC(=O)NC(CCS(C)(=O)=O)C(=O)Nc1cccc(Cl)c1Cl` (stereo unspecified)?
Pf apPOL inh: -3; mHTT CaM bind: -18

Results for COc1ccc(-c2noc(C3CCCN3C(=O)Nc3cc(Cl)ccc3OC)n2)cc1 (stereo unspecified) ?
Pf apPOL inh: 0; mHTT CaM bind: -9

What do the screens show for `Cc1nc2cc(N3CC(C(=O)N4CCCCC4)CC3=O)ccc2o1` (stereo unspecified)?
Pf apPOL inh: -1; mHTT CaM bind: -2

What do the screens show for `Cc1cccc(OCC(=O)Nc2ccc(S(=O)(=O)Nc3ccc(S(N)(=O)=O)cc3)cc2)c1`?
Pf apPOL inh: -2; mHTT CaM bind: 11

What do the screens show for `Cc1cc2ccccc2n1CCNC(=O)c1c(F)cccc1F`?
Pf apPOL inh: 0; mHTT CaM bind: 8

Results for CC(O)c1nc2ccccc2n1C/C=C/c1ccccc1 (stereo unspecified) ?
Pf apPOL inh: -8; mHTT CaM bind: 19

Results for CC1CCc2c(sc3nnn(CC(=O)Nc4ccc(F)cc4)c(=O)c23)C1 (stereo unspecified) ?
Pf apPOL inh: -4; mHTT CaM bind: 6

What do the screens show for `Cc1cccc(NC(=O)c2cc3c(CO)cnc(C)c3oc2=Nc2cccc(Cl)c2)c1`?
Pf apPOL inh: -8; mHTT CaM bind: -1

What do the screens show for `Cc1ccc(-c2nc(-c3ccccn3)no2)c(Cl)c1`?
Pf apPOL inh: -2; mHTT CaM bind: -5

How did CCOCCCNC(=O)CC1CCN(c2ccnc(OC)n2)CC1 do in these assays?
Pf apPOL inh: -2; mHTT CaM bind: 0

How did CCCN1CCN(C2CCN(C(=O)c3ccc(CC)cc3)CC2)C1=O do in these assays?
Pf apPOL inh: -3; mHTT CaM bind: 7

What do the screens show for `Cc1ccc(OCC(=O)Nc2cccc(-c3nc4ccccc4c(=O)o3)c2)cc1`?
Pf apPOL inh: 6; mHTT CaM bind: -3

Results for O=C(O)c1cccc(Nc2ncnc3ccccc23)c1 ?
Pf apPOL inh: -3; mHTT CaM bind: -1

What do the screens show for `CCCCN(C)Cc1c(F)cccc1F`?
Pf apPOL inh: -5; mHTT CaM bind: -9

Results for CC(=O)Nc1ccc(S(=O)(=O)NCC(C)(O)CCc2ccccc2)cc1 (stereo unspecified) ?
Pf apPOL inh: -7; mHTT CaM bind: -10

Results for O=S1(=O)CCSCCN1Cc1cccc(Cl)c1 ?
Pf apPOL inh: -6; mHTT CaM bind: 7

What do the screens show for `CCCCC[C@H]1CN(Cc2ccccc2)C(=O)[C@@H]1CC(=O)NCc1ccc(OC)cc1`?
Pf apPOL inh: -6; mHTT CaM bind: 31

How did O=C(Nc1cccc(Br)c1)N1CCc2nc(-c3ccccc3)ncc2C1 do in these assays?
Pf apPOL inh: -2; mHTT CaM bind: -2

How did NC(COc1ccc(-c2nnco2)cc1)=NOC(=O)c1cccc(C(F)(F)F)c1 do in these assays?
Pf apPOL inh: 2

Results for CCc1ccccc1NC(=O)COc1ccc(Br)cc1C ?
Pf apPOL inh: 1; mHTT CaM bind: -12

How did O=C(Cn1nc2c(cc1=O)CCCC2)Nc1ccc(F)cc1Cl do in these assays?
Pf apPOL inh: 5; mHTT CaM bind: -2

What do the screens show for `CNC(=O)C1CN(C(=O)CCc2ccccc2)CC12CCCC2` (stereo unspecified)?
Pf apPOL inh: 4; mHTT CaM bind: 2
